# Screening results as filed in PubChem.
# M4 ag: CHRM4 agonism in calcium assay. P08173. CHO-K1 hM4/Gqi5, Fluo-8 calcium fluorescence; vehicle 0%, full acetylcholine response 100%. activation, % at 3 µM. 360,000 compounds, 0.14% hits;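 active means activation above the run mean over all test wells plus 3 SD, cut at about 32% in these data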;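 further: peak over basal fluorescence ratio per well then scaled between controls; 0% = DMSO wells and 100% = acetylcholine at EC100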
# Target sequence (P08173 whole entry, looked up): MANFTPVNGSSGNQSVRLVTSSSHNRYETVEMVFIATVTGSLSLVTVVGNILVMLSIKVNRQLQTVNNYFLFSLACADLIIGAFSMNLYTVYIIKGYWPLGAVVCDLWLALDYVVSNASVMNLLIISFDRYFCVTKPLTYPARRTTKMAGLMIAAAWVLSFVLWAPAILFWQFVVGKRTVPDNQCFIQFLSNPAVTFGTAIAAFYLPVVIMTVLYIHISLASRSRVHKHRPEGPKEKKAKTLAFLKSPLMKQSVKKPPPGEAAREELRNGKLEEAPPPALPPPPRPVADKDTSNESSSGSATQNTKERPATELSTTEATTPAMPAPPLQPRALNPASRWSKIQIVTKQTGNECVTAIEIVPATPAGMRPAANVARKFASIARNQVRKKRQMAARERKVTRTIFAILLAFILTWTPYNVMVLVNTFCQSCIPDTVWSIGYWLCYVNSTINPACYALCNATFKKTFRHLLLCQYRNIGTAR
# M5 PAM: CHRM5 positive allosteric modulation; P08912; CHO-K1 hM5, Fluo-8 calcium, ACh EC20 PAM; 0% = ACh EC20, 100% = ACh EC100; activation, % at 3 µM; 360,000 compounds, 0.3% hits;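 active means activation above the run cutoff, the mean activation of all test compounds plus 3 SD, cut at about 18% in these data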
# Target sequence (P08912 whole entry, looked up): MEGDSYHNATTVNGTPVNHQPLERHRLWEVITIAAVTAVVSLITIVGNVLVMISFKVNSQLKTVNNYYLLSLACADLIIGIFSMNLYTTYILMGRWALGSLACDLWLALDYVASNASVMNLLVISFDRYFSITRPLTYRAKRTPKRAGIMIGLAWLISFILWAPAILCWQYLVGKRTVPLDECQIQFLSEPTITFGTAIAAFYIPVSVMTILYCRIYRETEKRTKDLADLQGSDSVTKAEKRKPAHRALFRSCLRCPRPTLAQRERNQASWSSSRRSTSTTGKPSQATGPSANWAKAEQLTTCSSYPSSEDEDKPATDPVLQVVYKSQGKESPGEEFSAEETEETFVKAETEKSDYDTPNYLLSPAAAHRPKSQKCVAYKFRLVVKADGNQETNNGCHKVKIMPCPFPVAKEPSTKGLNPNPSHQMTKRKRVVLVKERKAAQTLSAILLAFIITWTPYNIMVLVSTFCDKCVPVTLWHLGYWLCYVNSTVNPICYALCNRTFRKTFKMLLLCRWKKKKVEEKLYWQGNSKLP
#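 Probe or stimulus: acetylcholine, EC20 level; Assay system: human M5 receptor in CHO-K1 cells; Schedule: compound preincubation 140 s before EC20 acetylcholine addition; Technique: intracellular calcium via Fluo-8 fluorescence; Dosing: single-point, 3 µM nominal; Read-out basis: percent activation from peak-over-basal fluorescence ratio, scaled EC20-to-EC100 acetylcholine; Repeats: one well per compound, no replicates.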
# CRFBP-R2 block: blocks CRF-induced signaling of the CRF-BP/CRF-R2 complex; HEK293 CRF-R2/CRF-BP, CRF-induced calcium fluorescence; inhibition, % at 11.8 µM; 350,000 compounds, 0.59% hits; AID 588475;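 active means inhibition of the ligand-induced calcium signal above about 50% at the single tested concentration, limit read from the data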
# IDE cell inh: inhibits human insulin-degrading enzyme in HEK cells; P14735; FAbetaB cleavage, fluorescence polarization; inhibition, % at 5.59 µM; 320,000 compounds, 0.41% hits;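 active means percent inhibition above the average of all tested compounds plus 3 SD, set per screening campaign, cut at about 16% in these data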;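 further: IDE supplied by intact live HEK cells; FP after avidin binding of uncleaved biotin substrate so inhibition keeps polarization high; 0% = DMSO wells and 100% = 60 µM reference IDE inhibitor Ii1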
# CRFBP-R2 agonist: agonists of human CRF-binding protein/CRF-R2 receptor complex; activation, % at 13.2 µM; 350,000 compounds, 0.46% hits; HEK293 CRF-R2/CRF-BP, calcium dye fluorescence (FLIPR); percent of saturating CRF peptide response;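 active means activation of at least 50%, plus an integration ratio under a set limit after plate pattern correction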;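 further: plate controls were neutral control wells without compound for no effect and CRF at EC100 for full effect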
# M5 antag: antagonists of human muscarinic M5 receptor (CHRM5) | P08912 | CHO-hM5 cells, Fluo-8 calcium fluorescence, ACh EC80 | inhibition, % at 3 µM | 360,000 compounds, 0.59% hits | AID 624040;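 active means inhibition above a per-plate cutoff, the mean of that plate's test compounds plus 3 SD, cut at about 27% in these data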;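 further: 0% = acetylcholine EC80 with DMSO and 100% = DMSO without agonist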
# M4 PAM: potentiates acetylcholine response at human M4 receptor; CHO-K1 hM4/Gqi5, Fluo-8 calcium fluorescence, ACh EC20; 0% = ACh EC20, 100% = maximal ACh; activation, % at 3 µM; 360,000 compounds, 0.4% hits;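 active means activation above its plate's cutoff, the mean activation of sample wells plus 3 SD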; further: some results filed as inactive read as strong as hits
# CHRM4 antagonist: antagonists of human muscarinic M4 receptor (CHRM4); P08173; CHO-hM4 cells, ACh EC80, Fluo-8 calcium fluorescence; inhibition, % at 3 µM; 360,000 compounds, 0.73% hits; AID 624125;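 active means inhibition above its plate's cutoff, the mean inhibition of sample wells plus 3 SD, cut at about 27% in these data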;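 further: 0% = acetylcholine EC80 with DMSO and 100% = DMSO without agonist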
# M5 ag: agonists of human muscarinic M5 receptor (CHRM5). P08912. CHO-K1 hM5 cells, Fluo-8 calcium fluorescence; 0% DMSO wells, 100% maximal acetylcholine response. activation, % at 3 µM. 360,000 compounds, 0.19% hits. AID 624037;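 active means activation above the run's mean over test compounds plus 3 SD, cut at about 23% in these data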;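 further: signal is peak over basal fluorescence ratio across the kinetic read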
# Active calls of the source: *; / = no result given.
M4 ag,M5 PAM,CRFBP-R2 block,IDE cell inh,CRFBP-R2 agonist,M5 antag,M4 PAM,CHRM4 antagonist,M5 ag,SMILES
9,2,-2,0,33,8,6,-9,7,CC(Oc1cccc(Cl)c1)C(=O)Nc1ccc(S(=O)(=O)N(C)C2CCN(C)CC2)cc1 (configuration not stated)
4,-7,3,7,1.4,-4,-1,-4,1,C=CCNC(=O)c1ccccc1NC(=O)C1COc2ccccc2O1 (configuration not stated)
0,-2,-12,10,-5.2,-3,14,6,-1,Cc1cc(N(C(=O)c2ccco2)C(C(=O)NC2CCCCC2)c2ccccc2)ccc1-n1cnnn1 (configuration not stated)
3,2,-3,-3,3.2,0,11,-16,0,O=C(Cc1ccc(Cl)cc1)c1c[nH]c(C(=O)NCc2cccnc2)c1
0,4,7,4,0.0,-11,-1,-5,-3,COc1cccc(OCC(O)CN2CC(C)CC(C)C2)c1 (configuration not stated)
0,-3,-9,/,-3.9,4,6,-12,-5,O=C1CCCc2ccc3ccccc3c21
3,7,/,/,/,-15,-6,-10,-2,CCOC(=O)C1=CCN(S(=O)(=O)c2ccccc2)C1c1ccccc1 (configuration not stated)
3,5,22,-2,1.2,-2,8,4,1,CCN(CC)S(=O)(=O)c1ccc(C)c(NC(=O)COC(=O)c2ccc(C)c(S(=O)(=O)N3CCOCC3)c2)c1
0,-1,-11,3,0.3,-4,-7,2,-7,O=C(C1CCCO1)N1CCN(C(c2ccccc2)c2ccccc2)CC1 (configuration not stated)
0,-4,-4,/,4.3,6,1,-6,-4,COc1ccc(NC(=O)c2cc(-c3ccccc3O)n[nH]2)cc1Cl
3,-12,-10,-2,-0.2,12,-9,7,0,CCOC(=O)c1ccc(-c2cc(C)no2)[nH]1
2,7,16,-11,-1.7,1,10,-7,-9,O=C(CCS(=O)(=O)c1cccc2nsnc12)N1CCN(Cc2ccc3c(c2)OCO3)CC1
1,1,5,-2,-1.1,4,18,-12,-3,COc1ccccc1C(=O)N1CCN(C(=O)c2ccncc2)CC1
5,-4,9,12,-1.4,-4,-5,-2,-1,Cc1nc(NC(=O)c2cc(-n3cnnc3)ccc2Cl)ccc1Br
12,-12,-10,13,-1.8,28*,-6,2,2,CCC(=O)N1CCc2cc(S(=O)(=O)CCC(=O)N3CCN(c4ccc(Cl)cc4)CC3)ccc21
1,0,5,-6,0.2,5,-1,-17,-10,N#Cc1ccccc1S(=O)(=O)N1CCC(C(=O)NCc2ccccc2CN2CCCC2)CC1
1,-1,-22,1,-1.6,3,9,3,-1,Cc1cccc(NC(=O)c2cc3n(n2)C(C(F)(F)F)CC(C2CC2)N3)c1C (configuration not stated)
0,-2,-2,/,1.0,2,-1,-3,-1,O=C(NCCc1cccc(F)c1)C1CC(O)CN1C(=O)Nc1ccccc1 (configuration not stated)
5,5,-6,-6,-2.5,10,9,-8,-2,FC(F)(F)c1ccccc1NC(=S)NC1CCN(Cc2ccccc2)CC1
1,1,17,/,-1.4,-6,-4,-7,2,CN1CC[C@@H]2C(=O)N3CCc4ccc(-c5ccc6c(c5)OCO6)cc4[C@@H]3C[C@@H]21
0,1,23,3,1.4,2,0,0,-1,CCC(C(=O)Nc1ncccn1)(C(F)(F)F)C(F)(F)F
1,6,21,0,0.6,-11,0,-10,-2,CNCc1ccccc1OCc1ccc(F)cc1
0,-2,-5,2,1.2,6,3,6,-1,COc1ccc(CNC(=O)CNC(=O)CNS(=O)(=O)c2ccc(C)c(C)c2)cc1
8,-7,-5,4,-0.3,13,-9,-6,-2,CCN(Cc1ccccc1)C(=O)C1CCN(c2ncnc3c2nc2n3CCCCC2)CC1
2,-2,3,-2,-1.1,5,3,18,1,CCc1noc(C)c1C(=O)N1CCN(c2cccc(C)c2C)CC1
1,11,13,9,-6.2,-6,8,-12,-3,COc1ccccc1CNC(=O)COC(=O)c1cc(C)oc1C
1,-6,-43,2,2.6,3,-1,4,0,CCN(CC)c1ccc(N2C(=O)/C(=C\c3cccnc3)SC2=S)cc1
1,8,7,3,0.6,-2,5,-4,-11,CC1CCc2sc3ncnc(N4CCN(CCO)CC4)c3c2C1 (configuration not stated)
3,-4,11,-5,-0.8,5,-2,8,0,CC(C)(C)c1ccc(S(=O)(=O)/N=C2\C=C(NS(=O)(=O)c3ccccc3)C(=O)c3ccccc32)cc1
11,-12,4,-2,-1.1,3,-5,2,6,c1ccc(CCNc2ncnc3nc[nH]c23)cc1

# Just M5 PAM, M4 PAM and M5 ag (5 entries from above):
canonical_smiles | M5 PAM | M4 PAM | M5 ag
COc1ccc(NC(=O)c2cc(-c3ccccc3O)n[nH]2)cc1Cl | -4 | 1 | -4
CCC(C(=O)Nc1ncccn1)(C(F)(F)F)C(F)(F)F | 1 | 0 | -1
FC(F)(F)c1ccccc1NC(=S)NC1CCN(Cc2ccccc2)CC1 | 5 | 9 | -2
Cc1cc(N(C(=O)c2ccco2)C(C(=O)NC2CCCCC2)c2ccccc2)ccc1-n1cnnn1 (configuration not stated) | -2 | 14 | -1
O=C1CCCc2ccc3ccccc3c21 | -3 | 6 | -5

# The results go on:
M4 ag,M5 PAM,CRFBP-R2 block,IDE cell inh,CRFBP-R2 agonist,M5 antag,M4 PAM,CHRM4 antagonist,M5 ag,SMILES
0,-7,10,0,-0.7,13,-16,9,-3,COc1ccc(N2CCN(C(=O)CSc3nnc4c(C)cc5ccc(C)c(C)c5n34)CC2)cc1
2,2,17,2,-0.6,-5,-2,-9,-1,CCn1c(COc2ccc(C)cc2)nnc1SCC(=O)C(C)(C)C
-2,-4,17,5,-2.5,2,-3,-3,-8,CCOc1nc(NCc2ccco2)nc(Nc2ccc(OC)cc2)n1
0,0,-5,2,-0.1,-12,-3,2,0,C=CCOc1ccc(/C=N/NC(C)=O)cc1OCC
0,8,5,-5,-3.6,-1,17,-3,-8,C/C=C/CSc1nc2c(c(=O)[nH]c(=O)n2C)n1CCC
5,0,-1,/,-1.3,6,-7,1,3,NC(=O)C1CCCCc2c1[nH]c1ccc(Cl)cc21 (configuration not stated)
2,14,-6,/,0.4,-11,5,2,-2,CC(=O)NC(Cc1cccc(C)c1)C(=O)NC1CCN(C(=O)NCc2ccccc2)CC1 (configuration not stated)
1,-2,-11,0,2.8,10,-8,8,-2,CCOC(=O)c1c(C)c(C(=O)Nc2ccc(F)cc2)c(C)n1C
4,-7,-2,-4,-0.5,18,7,0,1,O=C(c1ccc(Cl)cc1)N1CCN(c2cc(=O)[nH]nc2-c2ccccc2)CC1
8,-4,13,-4,-2.5,2,1,3,-2,CN(Cc1ccccc1)c1ccc(C(CC(N)=O)NC(=O)c2ccc(Br)cc2)cc1[N+](=O)[O-] (configuration not stated)
6,-2,23,2,0.0,0,-3,-4,-1,COc1cc(/C=N/NC(=S)NCc2ccccc2)ccc1OCC#N
1,-2,1,4,3.8,1,-6,0,-6,CC(=O)C1[C@H](N(C)C)CC2C3CC=C4CC(O)CC[C@]4(C)C3CC[C@@]21C (some centres not stated)
0,5,-1,-6,0.9,0,7,-11,0,CC1C(=O)N2CCCc3cc(NS(=O)(=O)c4ccc([N+](=O)[O-])cc4)cc1c32 (configuration not stated)
0,0,-30,4,0.9,-2,9,3,0,CCCCCCOC(=O)c1ccc(OC(=O)c2cccnc2)cc1
1,-1,-16,/,-0.4,-2,2,-11,0,CC(C)CN(C(=O)C1=COCCO1)c1c(N)n(Cc2ccccc2)c(=O)[nH]c1=O
-2,11,6,4,0.1,-2,13,-1,-1,CCc1ccc(CCC(=O)Nc2ccc(C)c(C)c2)o1
1,4,3,2,-0.8,4,-3,3,-1,Cc1cc(NC(=O)c2c(-c3c(F)cccc3Cl)noc2C)no1
0,-1,-10,/,-0.1,7,1,-5,-4,Cc1[nH]c(-c2ccc(F)cc2)cc1C(=O)N1CCN(c2cccc(Cl)c2)CC1
1,3,-12,3,-1.2,10,1,-3,0,CN(Cc1ccccc1)C(=O)COC(=O)c1ccc(Br)o1
0,-2,2,-6,-1.3,0,-4,-12,1,COc1ccc(/C=C/C(=O)NCCC(=O)N2CCCN(C)CC2)cc1
2,-9,-2,-2,-3.4,3,-4,-3,-5,O=S(=O)(NCc1ccc2c(c1)OCO2)c1cccc(S(=O)(=O)N2CCOCC2)c1
1,1,10,/,-0.7,0,2,-5,0,O=C1CSC(=S)N1N=Cc1cccc(OCc2ccccc2)c1
7,-7,-3,2,-0.8,-5,0,-18,-4,Cc1cccc(C2Nc3ccccc3C(=O)N2CCc2ccccc2)n1 (configuration not stated)
1,6,-10,3,2.7,-9,-5,2,-2,COc1cccc(NC(=O)c2ccco2)c1
1,-4,-3,-1,-1.6,10,3,4,-1,On1c(-c2ccccc2)nc2ncccc21
5,-7,/,/,/,3,-1,-2,0,CC1(Cc2ccc(Cl)cc2)C(=O)Nc2ccc(-c3cccnc3)cc21 (configuration not stated)
3,8,-6,6,-1.1,-4,-8,-2,4,NC(=O)COc1c(-c2ccccc2)oc2ccccc2c1=O
2,-15,-16,3,0.6,17,-10,1,-7,Cc1cc(C)c(-c2cc(NC(=O)COC(=O)c3ccc(C#N)cc3)n(-c3ccccc3)n2)cc1C
1,-2,-8,3,-0.5,-1,6,-4,1,O=C(OCCN1C(=O)c2ccccc2C1=O)c1ccc(S(=O)(=O)N2CCCCCC2)cc1
0,-4,-6,/,0.1,11,0,-8,1,C[C@@H]1CN([C@@H](C)CO)C(=O)CCCn2nncc2CO[C@@H]1CN(C)C(=O)CCC(F)(F)F
2,0,3,-4,-0.3,0,8,3,4,Cc1c(C(=O)NC2CC(=O)N(c3ccc4c(c3)OCCO4)C2)cccc1[N+](=O)[O-] (configuration not stated)
1,-12,-11,0,0.9,3,-6,0,-1,CC(C)OC(=O)CC1C(=O)NCCN1C(=S)NC(=O)c1cccs1 (configuration not stated)
3,0,-10,7,0.6,-28,9,-6,0,CN(c1ccc(C(=O)Nc2ccccn2)cc1)S(=O)(=O)c1ccccc1
1,-4,3,-2,-0.2,4,9,2,0,Cc1nnc(SCC(=O)Nc2ccccc2)n1CCc1ccccc1
6,-3,7,5,-0.2,9,-3,-2,3,CC12CCC(=O)N1C(C(=O)Nc1cccc(S(=O)(=O)N3CCCCCC3)c1)CS2 (configuration not stated)
4,3,9,-3,0.0,6,2,-9,0,O=C(NCc1ccccc1Cl)C(=O)NCC1OCCCN1S(=O)(=O)c1cccs1 (configuration not stated)
0,-3,/,/,/,14,1,1,0,CC1(C(=O)NS(=O)(=O)c2ccc(F)cc2F)CCN1C(=O)CCc1ccccc1 (configuration not stated)
16,-3,8,-2,3.2,1,-6,-3,3,Cc1ccc(NC(=O)CN(C)S(=O)(=O)c2cccc3cccnc23)cc1C
0,-4,5,4,-1.8,10,-5,1,-2,Cc1c(Br)c(C(F)(F)F)nn1CC(=O)NCCN1CCOCC1
0,6,-11,10,-0.5,-6,7,1,0,CCOc1cc(C)c(Cl)cc1S(=O)(=O)n1cnc2ccccc21
4,4,8,-3,0.0,-15,1,-1,4,CN(C)C(=O)c1cc(C(=O)c2ccccc2C(F)(F)F)c[nH]1
